High-throughput results from PubChem BioAssay.
KCNQ2 inh – KCNQ2 potassium channel inhibitors, primary screen, cell-based, CHO-K1, FluxOR thallium flux, B-score (AID 2156); hit rate 1.1% among 310,000; 20 min; stronger effect = lower value; B-score at 10 µM; Potassium voltage-gated channel subfamily KQT member 2 (Rattus norvegicus), O88943;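 active = fluorescence ratio B-score at most minus 3 library SDs, with starting brightness B-score within 2 library SDs, cut at about -5.5 in these data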
Target sequence (O88943 whole entry, looked up): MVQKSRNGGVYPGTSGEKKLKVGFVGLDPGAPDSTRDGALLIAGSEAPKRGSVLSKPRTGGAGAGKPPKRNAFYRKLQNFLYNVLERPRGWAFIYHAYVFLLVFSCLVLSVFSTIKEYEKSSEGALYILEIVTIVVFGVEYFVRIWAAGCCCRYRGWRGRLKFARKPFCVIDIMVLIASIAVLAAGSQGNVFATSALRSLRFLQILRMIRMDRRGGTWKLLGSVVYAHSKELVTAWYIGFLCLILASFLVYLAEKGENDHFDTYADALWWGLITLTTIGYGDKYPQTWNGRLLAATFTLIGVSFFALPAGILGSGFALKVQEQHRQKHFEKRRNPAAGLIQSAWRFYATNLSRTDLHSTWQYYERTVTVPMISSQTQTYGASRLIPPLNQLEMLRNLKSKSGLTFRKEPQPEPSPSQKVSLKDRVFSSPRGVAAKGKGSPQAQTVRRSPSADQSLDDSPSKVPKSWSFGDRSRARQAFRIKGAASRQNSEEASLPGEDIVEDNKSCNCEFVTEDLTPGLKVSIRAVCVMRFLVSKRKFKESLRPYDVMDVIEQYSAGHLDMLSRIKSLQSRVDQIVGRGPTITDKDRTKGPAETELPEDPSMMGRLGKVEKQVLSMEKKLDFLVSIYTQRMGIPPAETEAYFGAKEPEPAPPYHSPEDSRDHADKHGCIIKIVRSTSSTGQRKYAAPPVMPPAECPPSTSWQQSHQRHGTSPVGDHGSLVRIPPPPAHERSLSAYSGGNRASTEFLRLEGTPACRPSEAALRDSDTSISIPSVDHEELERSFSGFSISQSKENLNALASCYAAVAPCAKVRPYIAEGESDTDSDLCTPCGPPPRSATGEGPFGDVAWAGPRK
CHT block – inhibitors of human choline transporter CHT; hit rate 0.86% among 310,000; CHT-expressing cells, membrane potential dye, choline response; stronger effect = lower value; B-score at 10 µM;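 active = B-score over 3 SD under the library average, and starting fluorescence ratio not unusually high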;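 also: choline stimulus applied at its EC90 after an EC20 pre-addition; B-score computed on integrated fluorescence ratio after choline addition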
* hit, by the source's call; i = inactive; nt = no result given.

SMILES | KCNQ2 inh | CHT block
COc1cccc(CN(C)CC(=O)Nc2sc3c(c2C#N)CCC3)c1 | i | i
Cc1nc(/C=[N+](\[O-])C(C)(C)/C=N/O)n(O)c1C | i | i
O=C1CN(C(=O)COC(=O)c2cc(S(=O)(=O)N3CCOCC3)ccc2Cl)c2ccccc2N1 | i | i
COc1ccc(CCCc2nnc(SCC(=O)Nc3ccccc3F)o2)cc1 | i | i
Cc1c(C(=O)Nc2cc(S(=O)(=O)N3CCOCC3)ccc2N2CCN(C)CC2)oc2ccccc12 | i | i
CC[C@H](C)[C@@H](C(=O)NCCCCCCCCCCC(=O)N1CCN(C(=O)OC(C)(C)C)CC1)n1cc(CCCCCNC(=O)OC(C)(C)C)nn1 | nt | i
Cc1cc(C(=O)Nc2ccc3c(c2)OCCO3)c(C)o1 | i | i
COc1ccc(C(=O)Nc2ccc(NC(=O)c3cccs3)cc2)cc1[N+](=O)[O-] | i | i
CNC(=S)NCCc1ccc(OC)c(OC)c1 | i | i
C/C=C(\C)c1nnc(NC(=O)c2ccco2)s1 | i | i
O=C(c1ccc(COc2ccccc2Cl)o1)N1CCOCC1 | i | i
CCOC(=O)C(=NCCCN1CCOCC1)NNc1cccc(C(F)(F)F)c1 | i | i
O=[N+]([O-])c1ccccc1N/N=C/c1c[nH]c2ccccc12 | i | i
O=C(COc1ncnc2ccccc12)NCc1ccc2c(c1)OCO2 | i | i
CCCn1c(=N)n(CC(=O)c2ccc([N+](=O)[O-])cc2)c2ccccc21 | i | i
O=C(NCc1ccccc1)[C@]1(C(F)(F)F)C[C@H](CCc2ccccc2)CCCO1 | i | i
CSc1nc2sc3c(c2c(=S)[nH]1)CC(C)(C)OC3 | i | i
CCCOc1cccc(NC(=O)OC2CCN(C)CC2)c1 | i | i
CCOCCCNC(=S)Nc1ccc(Br)cc1Cl | i | i
CCOC(=O)N/N=C\C=C\c1ccc2c(c1)OCO2 | i | i
COC(=O)c1ccccc1NC(=O)NCc1ccccc1 | i | i
Cc1ccccc1OCC(=O)Nc1ccccc1N1CCC(C)CC1 | -6.2* | i
CN(C)S(=O)(=O)N1CCc2ccccc21 | i | i
CCCCCCNC(=O)N[C@H](C(=O)NCCC[C@H]1CN2C(=NC[C@H]2C)N1CCC(c1ccccc1)c1ccccc1)C(C)O (stereo partly specified) | nt | i
COc1cc(/C=N/Nc2nn3cnnc3c3ccccc23)cc(OC)c1OC | i | i
O=C(C1CCN(S(=O)(=O)N2CCC3(CC2)OCCO3)CC1)N1CCCCC1 | i | i
CCO[C@@H]1OC(C(=O)NCc2ccccc2)=C[C@H](c2ccc3c(c2)OCO3)[C@H]1CCCO | i | i
C=CCSc1nc(N)c2c3c(sc2n1)CN(C)CC3 | i | i
FC(F)(F)COc1ccc(-c2nnc(SCc3ccccc3)o2)cn1 | i | i
CC(=O)N1N=C(c2ccc(C)cc2)OC1c1ccc(C(C)C)cc1 (stereo unspecified) | i | i
O=C(c1ccco1)N1CCN(C(=O)c2cc(-c3ccccn3)nc3ccccc23)CC1 | i | i
COc1ccc(N(CC(=O)Nc2ccc(C)cn2)S(=O)(=O)c2c(C)nn(C)c2C)cc1 | nt | i
CC(Nc1ccc(Br)cn1)c1cc(Cl)ccc1O (stereo unspecified) | i | nt
Cn1c(=O)cc(OCCCC(=O)NCCN2CCN(c3ccccc3F)CC2)c2ccccc21 | i | i
C[C@H]1O[C@H]1P(=O)(O)O | i | i
CC(=O)Nc1ccc2c(c1)c1ccccc1n2C(C)=O | i | i

Entries of single compounds as entered above. Order of screens: KCNQ2 inh, CHT block
O=C(c1ccco1)N1CCN(C(=O)c2cc(-c3ccccn3)nc3ccccc23)CC1 is listed with i, i
C/C=C(\C)c1nnc(NC(=O)c2ccco2)s1 is listed with i, i

The listing continues.
SMILES | KCNQ2 inh | CHT block
COc1cc(C(=O)Oc2cccc(C)c2)cc(OC)c1OC | i | i
O=C(NC(=O)c1cc(OCC(F)(F)F)ccc1OCC(F)(F)F)Nc1ccccc1 | i | i
O=c1[nH]c(-c2ccccc2)cnc1-c1ccccc1 | i | i
CC1CCCCN1C(=O)CSc1nnc(-c2ccccc2O)o1 (stereo unspecified) | i | i
Cc1csc2ncc(C(=O)Nc3ccccc3F)c(=O)n12 | i | i
COc1ccc(NC(=O)CN(C)S(=O)(=O)c2ccccc2)cc1 | i | i
COc1ccc(OCC(=O)NC2CCCc3ccccc32)cc1 (stereo unspecified) | i | i
O=C(CCC(=O)Nc1ccccc1Cl)NNC(=S)Nc1ccccc1C(F)(F)F | i | i
CCCc1cc(C(=O)N2CCN(c3ccc(C(F)(F)F)cn3)CC2)sc1C | i | i
COc1cc(C(=O)Nc2ccc(-c3nc4cc(C)ccc4o3)c(O)c2)cc(OC)c1OC | i | i
O=C(Cn1[nH]c(=O)c2ccccc2c1=O)NC1CCCCCC1 | i | i
Cc1ccccc1-c1nc(P(=O)(c2ccccc2)c2ccccc2)c(N2CCOCC2)o1 | i | i
COc1cc(C(=O)N[C@@H](C)C(=O)NCc2ccco2)cc(OC)c1OC | i | i
CC1CCc2nn(CC(=O)NCCCN3CCOCC3)cc2C1 (stereo unspecified) | i | i
CCOC(=O)C(C)(C)N(Cc1ccc(C)cc1)S(=O)(=O)c1ccc(Cl)c([N+](=O)[O-])c1 | i | i
CCN(CC)CCCNc1ncnc2ccccc12 | i | i
CC(C)(C)NC(=O)CCc1ncc(C(F)(F)F)cc1Cl | i | i
Nc1ccccc1-c1nc2ccccc2s1 | i | i
O=[N+]([O-])c1cc(-n2cnnn2)ccc1N1CCC(Cc2ccccc2)CC1 | i | i
COc1cccc(CNC(=O)C(=O)NCCC2CCCCN2S(=O)(=O)c2ccccc2)c1 (stereo unspecified) | i | i
Cc1cc(NC(=O)CSc2nc3c(c(=O)n(C)c(=O)n3C)n2C(C)C)no1 | i | i
O=C(N/N=C/c1cn(-c2ccccc2)nc1-c1cccnc1)c1ccccc1 | i | i
COC(=O)c1ccc(N2CCN(C(C)=O)CC2)c(NC(=O)c2cccnc2)c1 | i | i
COc1ccc(-c2ccc(SCC(=O)N3CCCC3)nn2)cc1OC | i | i
COc1ccc(NS(=O)(=O)c2cccc3nsnc23)cc1Cl | i | i
CC(C)(NC(=O)N1CCOCC1)c1cccc(C(C)(C)NC(=O)N2CCOCC2)c1 | i | i
Cc1ccc(OCCn2cccn2)c(C)c1 | i | i
c1cncc(Cc2cc3ccccc3[nH]2)c1 | i | i
COc1ccc(N2CCN(C(=O)c3ccc(OCC4CCCO4)cc3)CC2)cc1 (stereo unspecified) | i | i
Cc1ccc(/C=C2\SC(=S)N(CCC(=O)N3CCOCC3)C2=O)cc1 | i | i
Cc1ccc(Oc2ccc(OCC(=O)NC(C)C(=O)O)cc2)cc1 (stereo unspecified) | i | i
O=C(CSc1nnc(SCc2ccccc2Cl)s1)N/N=C/c1ccc(C(=O)O)cc1 | i | i
COC(=O)c1ccc(NC(=S)NCCc2ccccc2C)cc1 | i | i
CCOC(=O)c1c(Cc2ccccc2)c[nH]c1C | i | i
N#Cc1cccnc1Oc1ccccc1 | i | i
CCc1ccc(OCC2c3cc(OC)c(OC)cc3CCN2C(=S)NC)cc1 (stereo unspecified) | i | i
CC(C)=C(NC(=O)c1ccccc1)C(=O)NC(Cc1ccccc1)C(=O)O (stereo unspecified) | i | i
CC(=O)Nc1ccc(S(=O)(=O)NC2CC(=O)N(c3ccc(C)c(C)c3)C2)cc1 (stereo unspecified) | i | i
COC(=O)[C@@]1(Cc2ccc(OC)cc2)[C@H]2c3cc(C(=O)N4CCCC4)n(CCO)c3C[C@H]2CN1C(=O)c1ccccc1 | nt | i
O=C(c1noc2c1CCCC2)N1CCCC(N2CCN(c3ccccc3F)CC2)C1 (stereo unspecified) | i | i
COc1ccc(CN2CCNC(=O)C2CC(=O)NCCCn2cccn2)c(OC)c1 (stereo unspecified) | i | i
CN(C)S(=O)(=O)c1ccc(C(=O)Nc2cccc(C(=O)O)c2)cc1 | i | i
COC(=O)C1=C(CS(=O)(=O)c2ccc(OC)c(OC)c2)NC(=O)NC1c1ccc(O)c(OC)c1 (stereo unspecified) | i | i
CS(=O)(=O)N(CC(=O)NCc1ccc2c(c1)OCO2)Cc1ccc(Cl)cc1 | i | i
Cc1cc(C)c2sc(N)nc2c1 | i | i
O=C(Nc1ccccc1Cl)N1CCN(c2ccc3nncn3n2)CC1 | i | i
CC(C)(C)c1ccc(COn2c(=O)c(-c3ccco3)[n+]([O-])c3ccccc32)cc1 | i | i
CC(=O)Oc1ccccc1N(C(C)=O)S(=O)(=O)c1ccc(C)cc1 | i | i

By substructure, those above with a COOH group (four)
SMILES | KCNQ2 inh | CHT block
Cc1ccc(Oc2ccc(OCC(=O)NC(C)C(=O)O)cc2)cc1 (stereo unspecified) | i | i
O=C(CSc1nnc(SCc2ccccc2Cl)s1)N/N=C/c1ccc(C(=O)O)cc1 | i | i
CC(C)=C(NC(=O)c1ccccc1)C(=O)NC(Cc1ccccc1)C(=O)O (stereo unspecified) | i | i
CN(C)S(=O)(=O)c1ccc(C(=O)Nc2cccc(C(=O)O)c2)cc1 | i | i

Next section
SMILES | KCNQ2 inh | CHT block
Cc1cc(C)c(S(=O)(=O)Nc2cccc(S(=O)(=O)N3CCOCC3)c2)c(C)c1 | i | i
CCOc1ccc(NC(=O)CSc2nnc(Cc3cccn3C)n2-c2ccc(OC)cc2)cc1 | i | i
COc1cccc(C(=O)Nc2cccc(OC(C)=O)c2)c1 | i | i
COc1ccc(NC(=O)NN2CCOCC2)cc1OC | i | i
COc1ccccc1/C=C/C(=O)OCC(=O)c1c(N)n(C)c(=O)n(C)c1=O | i | i
CCc1ccc2[nH]c3nc(SCC(=O)NCC4CCCO4)nnc3c2c1 (stereo unspecified) | i | nt
O=C(C1CCCN(C2CC(=O)N(c3ccc(F)cc3)C2=O)C1)N1CCCC1 (stereo unspecified) | i | i
C=C(C)C1CC=C(C)/C(=N/NC(=O)CCC(=O)Nc2ccccc2Cl)C1 (stereo unspecified) | i | i
COc1ccc(-n2c(COc3cccc(C)c3)n[nH]c2=S)cc1 | i | i
CCOc1ccccc1OCCCC(=O)OCC(=O)Nc1cccc(Cl)c1 | i | i
O=C(NOC(=O)c1c(F)cccc1Cl)c1ccc(Cl)c(Cl)c1 | i | i
C=CCCC(=O)Nc1nc(C)c(-c2csc(Nc3cc(Cl)ccc3OC)n2)s1 | i | i

In another format: results already given
CCOc1ccccc1OCCCC(=O)OCC(=O)Nc1cccc(Cl)c1
  KCNQ2 inh: i; CHT block: i
C=C(C)C1CC=C(C)/C(=N/NC(=O)CCC(=O)Nc2ccccc2Cl)C1 (stereo unspecified)
  KCNQ2 inh: i; CHT block: i
COc1ccc(-n2c(COc3cccc(C)c3)n[nH]c2=S)cc1
  KCNQ2 inh: i; CHT block: i

Next part:
SMILES | KCNQ2 inh | CHT block
Cc1cc(C)cc(N(CC(=O)Nc2ccc(Br)cc2)S(=O)(=O)c2c(C)[nH]c(=O)[nH]c2=O)c1 | i | i
COc1ccccc1CN1CC(C(=O)NCCCc2ccc(F)cc2)CCC1=O (stereo unspecified) | i | i
CC1CCc2nc(NC(=O)Nc3ccc4c(c3)OCO4)sc2C1 (stereo unspecified) | i | i
CCOC(=O)C1(Cc2ccccc2C)CCCN(C(=O)c2ccc(COC)o2)C1 (stereo unspecified) | i | i
CN(C)S(=O)(=O)c1ccc(C(=O)OCCc2ccccc2)cc1 | i | i
Cc1ccc(-c2csc3ncn(CC(=O)N4CCOCC4)c(=O)c23)cc1 | i | i
O=c1cc(N2CCC(Cc3ccccc3)CC2)[nH]c(=O)n1C1CCCCC1 | i | i
Cc1csc(=O)n1CC(=O)OCc1cccc2ccccc12 | i | i
COC(=O)c1ccc(NC(=O)Cn2nc(SC)n(N)c2=S)cc1 | i | i
Cc1ccc(S(=O)(=O)NC(N)=NCCc2ccccc2)cc1C | i | i
CCN(CC)S(=O)(=O)c1ccc(NC(=O)COC(=O)CCc2cc(OC)c(OC)c(OC)c2)cc1 | i | i
O=C(COc1ccccc1)N1CCN(S(=O)(=O)c2cccs2)CC1 | i | i
Cc1ccc(NC(=O)CSc2nnc(-c3ccccn3)n2C)cc1 | i | i
CC(=O)c1sc(NC(=O)CN2C(=O)C3CC=CCC3C2=O)nc1-c1ccccc1 (stereo unspecified) | i | i
CC1(C)CC(=O)C2=C(C1)NC1=C(C(=O)c3ccccc31)C2c1cccnc1 (stereo unspecified) | i | i
CCOC(=O)Cc1csc(NC(=O)C(C)(C)CC)n1 | i | i
CCNC(=O)C(=O)NCc1ccncc1 | i | i
O=C(CCN1C(=O)C2CCCCC2C1=O)Nc1nc(-c2ccccc2)cs1 (stereo unspecified) | i | i
O=C1c2ccccc2C(=O)N1Cc1nc2ccccc2c(=O)n1CCCn1ccnc1 | i | nt
CCn1cc(C(=O)N[C@@H](CCSC)C(=O)NCCO)c(=O)c2cc3c(cc21)OCO3 | i | i
CCc1nn(C)c2c(=O)c(=O)c2n(C)[nH]1 | i | i
O=C(NCc1cccnc1)c1cccc(NS(=O)(=O)c2ccc(Br)cc2)c1 | i | i
Cn1c(CCCOc2ccc(Cl)cc2Cl)nnc1SCC(=O)Nc1nccs1 | i | i
[O-]/[N+](=C/c1ccc(F)cc1)c1ccccc1 | i | i
COc1cc(C(=O)N2c3ccccc3CC2C)cc(OC)c1OC (stereo unspecified) | i | i
CC(=O)Nc1ccccc1C(=O)C(=O)Nc1cccc(C(=O)NCc2ccccc2)c1 | i | i
CCOc1ccccc1-c1nc(CN2CCN(C(=O)c3ccco3)CC2)c(C)o1 | i | i
CCCCc1nnc(NC(=O)C2CC(=O)N(c3ccc4c(c3)OCCO4)C2)s1 (stereo unspecified) | i | i
O=C(c1ccc(Cl)cc1Cl)N1CCSCC1 | i | i
